From PubChem BioAssay
VIM-2 inh – VIM-2 metallo-beta-lactamase inhibitors, primary screen, biochemical, epi-absorbance readout, Pseudomonas aeruginosa enzyme | inhibition, % at 5.6 µM | 0.89% of 290,000 active | purified VIM-2, nitrocefin hydrolysis, epi-absorbance fluorescence | AID 1527, 2009;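 active = inhibition above the mean of all tested compounds plus 3 SD, cutoff set per screening run, cut at about 7.5% in these data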;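 also: red hydrolysis product quenches plate fluorescence so inhibitors raise well fluorescence; 0% = enzyme with DMSO and 100% = DMSO without enzyme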
SUMO HTRF inh – inhibitors of in vitro SUMOylation cascade, primary screen, biochemical, HTRF, uHTS; SUMO-conjugating enzyme UBC9 (Homo sapiens), P63279; HTRF SUMOylation assay, SAE1/SAE2 + UBC9; inhibition, % at 35 µM; 0.36% of 290,000 active; in the data active = inhibition above about 50%, passing the limit was not always enough; also: strong numbers were not always called active
Target sequence (P63279 whole entry, looked up): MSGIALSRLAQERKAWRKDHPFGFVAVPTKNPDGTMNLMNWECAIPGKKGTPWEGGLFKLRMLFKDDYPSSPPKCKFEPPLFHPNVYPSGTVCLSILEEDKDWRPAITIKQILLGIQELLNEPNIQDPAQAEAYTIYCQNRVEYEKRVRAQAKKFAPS
pCIP destab – p/CIP-EGFP fusion destabilizers, primary screen, fluorescence, F442A cells; Q05BA5; 16 h; decrease of EGFP signal, % at 10 µM; 0.01% of 290,000 active;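 active = EGFP signal decrease of at least 30% at 10 µM or well 3 SD below plate mean, unless failing retest; inactive = the rest, including hits failing retest or dose response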; also: some compounds called inactive have numbers as strong as hits; many of its hits are not listed in these tables
PHOSPHO1 inh – PubChem AID 1565; Phosphoethanolamine/phosphocholine phosphatase (Homo sapiens), Q8TCT1; recombinant PHOSPHO1, absorbance phosphatase assay; inhibition, % at 13.3 µM; 1.1% of 290,000 active; in the data active = inhibition above about 60%
Target sequence (Q8TCT1 whole entry, looked up): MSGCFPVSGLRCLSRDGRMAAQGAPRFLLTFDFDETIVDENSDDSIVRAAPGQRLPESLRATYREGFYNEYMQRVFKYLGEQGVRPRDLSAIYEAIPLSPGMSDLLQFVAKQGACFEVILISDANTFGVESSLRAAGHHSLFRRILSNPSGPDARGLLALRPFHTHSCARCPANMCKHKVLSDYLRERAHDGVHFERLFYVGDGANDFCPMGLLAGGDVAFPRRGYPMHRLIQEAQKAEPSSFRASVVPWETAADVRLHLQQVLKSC
FID counter – compounds displacing fluorescent DNA intercalator, primary screen, artefact control for HCV NS3 helicase inhibitor project, biochemical, FID fluorescence. DNA fluorescent intercalator displacement. inhibition, % at 7.9 µM. 0.17% of 290,000 active; in the data active = inhibition above about 37%;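 also: 0% = vehicle and 100% = reference compound; higher means more ethidium bromide displaced from hairpin DNA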
IMP-1 inhibitor – IMP-1 metallo-beta-lactamase inhibitors, primary screen, biochemical, epi-absorbance readout, Pseudomonas aeruginosa enzyme; purified IMP-1, nitrocefin hydrolysis, epi-absorbance fluorescence; metallo-beta-lactamase IMP-1 (Pseudomonas aeruginosa); 0.45% of 290,000 active; inhibition, % at 5.6 µM;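 active = inhibition above the mean plus 3 SD of all compounds in the same screening run, cut at about 4.5% in these data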;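 also: 0% = IMP-1 with DMSO and 100% = DMSO wells lacking enzyme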
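Material – recombinant IMP-1 enzyme, purified · Amount – IMP-1 0.2 nM before substrate addition · Medium – HEPES buffer pH 7.1 with ZnSO4 and Brij 35 · Timing – 25 °C, 15 min preincubation, 25 min reaction · Measured by – plate fluorescence quenching by hydrolysis product, ex 480/em 530 nm · Read-out – percent enzyme inhibition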
MEKK3 PB1 HTS – modulators of MEKK3-MEK5 PB1 binding, primary screen, biochemical, wildtype MEKK3, multiplex bead flow cytometry, Alexa488-MEK5. Mitogen-activated protein kinase kinase kinase 3 (Homo sapiens), Q99759. bead-based flow cytometry, Alexa488-MEK5 binding to MEKK3; actives lie on both sides; 0 = blocked by unlabeled MEK5, 100 = vehicle. binding response (% of control), % at 10 µM. 1.4% of 290,000 active;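 active = binding response more than 3 SD above or below the average of its plate-row segment, actives on both sides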;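 also: Alexa488 bead fluorescence after subtracting the streptavidin-only scavenger bead signal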
HCV NS3 hel inh – inhibitors of HCV NS3 helicase, primary screen, biochemical, Cy5 molecular beacon fluorescence | Hepatitis C virus NS3 helicase | NS3 helicase DNA unwinding | inhibition, % at 10.9 µM | 0.56% of 290,000 active;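 active = inhibition above the mean of all tested compounds plus 3 SD, set per campaign, cut at about 35% in these data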;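 also: 0% = DMSO wells and 100% = thioflavine S control wells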
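Compound dosing – single dose, 10.9 µM nominal final, DMSO 0.8% final · System – NS3 helicase fragment of HCV · Buffer or medium – MOPS pH 6.5, MgCl2, DTT, Tween20, BSA · Signal – Cy5 beacon fluorescence read at start and 1 h · Also added – annealed dual-labelled DNA beacon duplex, ATP-started · Schedule – 1 h at 25 °C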
IDE cell activ – human IDE activators in live cells, primary screen, fluorescence polarization, HEK cells, FAbeta-B substrate; Insulin-degrading enzyme (Homo sapiens), P14735; FAbeta-B cleavage; 0% vehicle, 100% cell-free pure enzyme wells; activation, % at 5.96 µM; 0.073% of 340,000 active;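 active = activation above the mean of all tested compounds plus 3 SD, set per screening campaign, cut at about 17% in these data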
An asterisk follows results filed as active; . = not tested or not shown.

Letters – A = VIM-2 inh; B = SUMO HTRF inh; C = pCIP destab; D = PHOSPHO1 inh; E = FID counter; F = IMP-1 inhibitor; G = MEKK3 PB1 HTS; H = HCV NS3 hel inh; I = IDE cell activ
COc1cc(NC(=O)C2=C(N3CCOCC3)/C(=C/c3ccc(Cl)cc3)CC2)cc(OC)c1OC
  A: 0.3; B: 6; C: -15; D: -4; E: -17; F: -0.9; G: 124; H: -1; I: -6

CC(=O)c1sc(NC(=O)COc2ccccc2)nc1C
  A: -1.7; B: 22; C: -11; D: 23; E: -4; F: -3.0; G: 104; H: -1; I: 4

c1csc(CN2CCOCC2)c1
  A: -1.0; B: -16; C: 9; D: 19; E: 9; F: -0.5; G: 101; H: 10; I: 1

Cc1nc(C)c(-c2csc(Nc3ncccc3C)n2)s1
  A: 0.7; B: 3; C: 7; D: 1; E: -27; F: -1.3; G: 104; H: 15; I: -5

COc1ccccc1C(=O)C1CCCN(C(=O)CCC(=O)c2ccccc2)C1 (configuration not stated)
  A: -1.7; B: 18; C: -2; D: 14; E: -23; F: -2.2; G: 104; H: 5; I: -2

CN(C)/C=C/C(=O)c1ccc(F)cc1
  A: -1.6; B: -6; C: -6; D: 12; E: 0; F: -3.1; G: 99; H: 2; I: 2

CN(C1CCS(=O)(=O)C1)S(=O)(=O)c1ccc(C2CCCCC2)cc1 (configuration not stated)
  A: 0.2; B: 15; C: -8; D: 23; E: -10; F: -1.1; G: 108; H: -10; I: 3

CCOc1ccc(N(CC(=O)NCc2ccccc2OC)S(C)(=O)=O)cc1
  A: -3.3; B: 5; C: -17; D: 2; E: -15; F: -5.9; G: 100; H: -3; I: 2

CC(Oc1ccc(-c2nccc(-c3ccccn3)n2)cc1)C(=O)NN (configuration not stated)
  A: -0.8; B: 12; C: -4; D: 31; E: -17; F: -3.9; G: .; H: -9; I: 2

O=C(c1ccc2c(c1)OCO2)C1CCCN(C(=O)C2CCOCC2)C1 (configuration not stated)
  A: -0.5; B: 8; C: 1; D: 46; E: -11; F: -0.2; G: 103; H: -1; I: 1

O=C(Nn1cnnc1)C(Sc1ccccc1)c1ccccc1 (configuration not stated)
  A: -3.9; B: -16; C: 8; D: 14; E: -11; F: -3.2; G: 105; H: 11; I: 3

CC(C)COc1ccc(C2NC(=O)NC2=O)cc1 (configuration not stated)
  A: -2.1; B: -1; C: -11; D: -3; E: 5; F: -8.2; G: 104; H: -6; I: -1

Cn1cc(-c2nnnn2-c2cccc(C(F)(F)F)c2)c(C(F)(F)F)n1
  A: -1.9; B: -5; C: -9; D: 0; E: -4; F: -2.8; G: 96; H: -3; I: 2

N#CC1c2ccccc2C=CN1C(=O)c1ccccc1 (configuration not stated)
  A: -0.8; B: -4; C: -15; D: 12; E: -11; F: -1.9; G: 83; H: 14; I: 4

CC(=O)Nc1ccc(NC(=O)CSc2nnc(-c3cc4ccccc4o3)n2C)cc1
  A: -0.1; B: -2; C: 10; D: 46; E: -31; F: -1.4; G: 105; H: 10; I: 5

COc1ccc(N2CCN(C(=O)c3ccc4c(c3)[nH]c(=S)n3c5ccccc5nc43)CC2)cc1
  A: 2.6; B: 32; C: 2; D: 12; E: -21; F: -2.9; G: 102; H: 9; I: .

CC(=O)c1ccc(OCc2cc(C(=O)N3CCC[C@H]3CO)no2)cc1
  A: -0.6; B: 15; C: -22; D: 44; E: -14; F: -3.5; G: 102; H: -1; I: -5

CC1CCN(C(C(=O)O)c2ccccc2)CC1 (configuration not stated)
  A: 0.4; B: 14; C: -9; D: 28; E: 0; F: -0.5; G: 100; H: 12; I: .

O=C(O)c1ccc(NC(=O)c2ccccc2NC(=O)c2cccc(Br)c2)cc1
  A: -1.9; B: 13; C: -6; D: 8; E: -22; F: -1.7; G: 106; H: 21; I: 3

Cc1csc(NC(=O)c2ccoc2C)n1
  A: -1.4; B: -6; C: 5; D: 20; E: -7; F: 0.6; G: 91; H: 13; I: 3

COc1ccc(CN2CCC(n3nccc3NC(=O)CCc3ccccc3)CC2)c(C)c1C
  A: -2.4; B: -5; C: 7; D: 3; E: 14; F: 0.1; G: 104; H: -45; I: 8

CC(=O)N/C(=N\c1nc(C)cc(C)n1)Nc1ccc(Cl)cc1Cl
  A: -4.7; B: 1; C: -2; D: -8; E: -4; F: -3.4; G: 96; H: 15; I: 1

CCCc1n[nH]c2c1/C(=N/O)CC(c1ccccc1)C2 (configuration not stated)
  A: -3.3; B: -4; C: 1; D: -10; E: -9; F: -4.9; G: 93; H: -1; I: 5

CSCCC(NC(=O)c1ccc(Cl)cc1)C(=O)OCC(=O)Nc1cc(Cl)ccc1C#N (configuration not stated)
  A: -0.5; B: -9; C: -1; D: -11; E: 1; F: 0.4; G: 88; H: 4; I: 1

10 structures already listed, sorted by molecular weight, high to low:
Letters – A = VIM-2 inh; B = SUMO HTRF inh; C = pCIP destab; D = PHOSPHO1 inh; E = FID counter; F = IMP-1 inhibitor; G = MEKK3 PB1 HTS; H = HCV NS3 hel inh; I = IDE cell activ
CSCCC(NC(=O)c1ccc(Cl)cc1)C(=O)OCC(=O)Nc1cc(Cl)ccc1C#N (configuration not stated)
  A: -0.5; B: -9; C: -1; D: -11; E: 1; F: 0.4; G: 88; H: 4; I: 1

COc1ccc(N2CCN(C(=O)c3ccc4c(c3)[nH]c(=S)n3c5ccccc5nc43)CC2)cc1
  A: 2.6; B: 32; C: 2; D: 12; E: -21; F: -2.9; G: 102; H: 9; I: .

COc1ccc(CN2CCC(n3nccc3NC(=O)CCc3ccccc3)CC2)c(C)c1C
  A: -2.4; B: -5; C: 7; D: 3; E: 14; F: 0.1; G: 104; H: -45; I: 8

O=C(O)c1ccc(NC(=O)c2ccccc2NC(=O)c2cccc(Br)c2)cc1
  A: -1.9; B: 13; C: -6; D: 8; E: -22; F: -1.7; G: 106; H: 21; I: 3

Cn1cc(-c2nnnn2-c2cccc(C(F)(F)F)c2)c(C(F)(F)F)n1
  A: -1.9; B: -5; C: -9; D: 0; E: -4; F: -2.8; G: 96; H: -3; I: 2

CC(=O)N/C(=N\c1nc(C)cc(C)n1)Nc1ccc(Cl)cc1Cl
  A: -4.7; B: 1; C: -2; D: -8; E: -4; F: -3.4; G: 96; H: 15; I: 1

CC(=O)c1ccc(OCc2cc(C(=O)N3CCC[C@H]3CO)no2)cc1
  A: -0.6; B: 15; C: -22; D: 44; E: -14; F: -3.5; G: 102; H: -1; I: -5

N#CC1c2ccccc2C=CN1C(=O)c1ccccc1 (configuration not stated)
  A: -0.8; B: -4; C: -15; D: 12; E: -11; F: -1.9; G: 83; H: 14; I: 4

CC(C)COc1ccc(C2NC(=O)NC2=O)cc1 (configuration not stated)
  A: -2.1; B: -1; C: -11; D: -3; E: 5; F: -8.2; G: 104; H: -6; I: -1

CC1CCN(C(C(=O)O)c2ccccc2)CC1 (configuration not stated)
  A: 0.4; B: 14; C: -9; D: 28; E: 0; F: -0.5; G: 100; H: 12; I: .

Only part of the results is shown (hit frequency here may not be typical).
